Screening results (PubChem BioAssay)
TDP1 cell noCPT: qHTS for Inhibitors of human tyrosyl-DNA phosphodiesterase 1 (TDP1): qHTS in cells in absence of CPT | DT40 Tdp1-/- hTDP1 cells, no CPT, ATP luminescence, 48 h | Potency, µM (doses to about 46.2 µM), inactives show top-dose activity change, negative = growth inhibition, actives largely listed as inhibitors | 420,000 tested, 15% active; also: nearly all actives have a fitted effect of over 55% in size
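Compound effects on proliferation are scored in DT40 Tdp1-/-;hTDP1 cells in the absence of CPT. ATP levels (CellTiter-Glo luminescence) are recorded after a ≥48 hr, 37 °C incubation.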
TDP1 block: inhibitors of human tyrosyl-DNA phosphodiesterase TDP1; Q9NUW8; recombinant TDP1, AlphaScreen DNA substrate cleavage; Potency, µM (titrated, usually from 130 µM), for the others: at the highest dose activity change, negative = inhibition, hits mostly inhibitors; 350,000 tested, 0.28% active; also: nearly all actives have a fitted effect of over 40% in size
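Enzyme-compound mixtures sat 15 min at room temperature, followed by a 5 min reaction with 15 nM final substrate and 10 min with AlphaScreen beads. Recombinant human Tdp1 was used at 1 nM final.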
GCN5L2 inh: GCN5L2 (KAT2A) acetyltransferase inhibition; Q92830; 390,000 tested, 0.21% active; Potency, µM (doses to about 58.9 µM), for the others: at the top dose activity change, negative = inhibition, hits mostly inhibitors; AID 504327; GCN5L2 HAT assay, ThioGlo1 CoA-SH fluorescence
Target sequence (Q92830 whole entry, looked up): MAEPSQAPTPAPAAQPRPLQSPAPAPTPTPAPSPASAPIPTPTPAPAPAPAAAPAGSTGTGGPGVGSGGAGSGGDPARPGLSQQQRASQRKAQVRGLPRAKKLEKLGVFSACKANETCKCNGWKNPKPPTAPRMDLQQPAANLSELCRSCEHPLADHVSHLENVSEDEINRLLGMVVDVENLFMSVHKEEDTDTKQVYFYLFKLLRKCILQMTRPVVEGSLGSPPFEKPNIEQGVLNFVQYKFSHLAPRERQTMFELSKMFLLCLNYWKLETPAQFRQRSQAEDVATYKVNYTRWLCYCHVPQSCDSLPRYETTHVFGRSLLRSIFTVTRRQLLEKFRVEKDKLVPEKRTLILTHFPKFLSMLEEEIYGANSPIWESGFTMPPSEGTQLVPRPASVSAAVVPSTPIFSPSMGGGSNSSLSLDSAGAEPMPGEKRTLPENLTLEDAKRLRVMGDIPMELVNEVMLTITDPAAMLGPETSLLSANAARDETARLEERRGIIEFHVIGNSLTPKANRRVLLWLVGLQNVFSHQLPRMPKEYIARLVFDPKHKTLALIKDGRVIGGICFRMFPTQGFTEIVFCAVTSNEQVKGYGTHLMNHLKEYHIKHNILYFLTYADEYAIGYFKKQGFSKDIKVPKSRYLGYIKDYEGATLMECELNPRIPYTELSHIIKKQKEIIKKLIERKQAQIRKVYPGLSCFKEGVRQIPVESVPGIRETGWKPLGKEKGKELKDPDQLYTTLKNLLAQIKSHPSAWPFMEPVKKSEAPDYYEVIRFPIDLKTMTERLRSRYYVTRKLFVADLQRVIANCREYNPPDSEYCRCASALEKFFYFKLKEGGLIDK
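Fluorescence readout, Ex340nm/Em540nm: ThioGlo1 (50uM final) reacts with free CoA thiol released as 20nM GCN5L2 acetylates H3(1-25) peptide (75uM) using acetyl-CoA (70uM). Compound and enzyme sat 15 min beforehand; 20 min room-temperature reaction.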
* hit, by the source's call; & = joins results of further samples; [ ] = dose if it differs, or a comment. Calls follow the shape of the dose curve; as a rule, active = well fitted curve in the direction sought with a large enough effect; inconclusive = small, poorly fitted or top-dose-only effect, or another doubt; inactive = no such curve, though single readings can be large; an effect the other way counts as inactive or inconclusive. % is scaled to controls: 0 for no effect and ±100 for the full control effect; potency is read from the fitted curve at half-maximal effect. This is a subset. The share of hits here may be higher or lower than overall.

Sample of the layout (2 entries):
Screening CCn1c(CC(=O)Nc2ccc(C)cc2)nnc1SCC(=O)NCCc1ccccc1 returned TDP1 cell noCPT inconclusive, TDP1 block -4.8% and GCN5L2 inh -2.9%.
`Cc1cc(C)c(C)c(S(=O)(=O)N2C(=S)NC(=O)C2C(C)C)c1C` (stereo unspecified) gave TDP1 cell noCPT -2.8%, TDP1 block 2.2% and GCN5L2 inh -3.4%.

Results (from the top)
Screening CCn1c(CC(=O)Nc2ccc(C)cc2)nnc1SCC(=O)NCCc1ccccc1 returned TDP1 cell noCPT inconclusive, TDP1 block -4.8% and GCN5L2 inh -2.9%.
`Cc1cc(C)c(C)c(S(=O)(=O)N2C(=S)NC(=O)C2C(C)C)c1C` (stereo unspecified) gave TDP1 cell noCPT -2.8%, TDP1 block 2.2% and GCN5L2 inh -3.4%.
For CCN(CC)S(=O)(=O)c1ccc(N2C(=O)Nc3ccccc3N2O)cc1 the results were TDP1 cell noCPT -0.9%, TDP1 block 1.2% and GCN5L2 inh -4.2%.
For CC(C)Oc1ccc(NC(=O)c2ccncc2)cc1 the results were TDP1 cell noCPT inconclusive, TDP1 block 7.7% and GCN5L2 inh -11.1%.
`COc1ccc2c(c1)CCCC21NC(=O)N(CC(=O)N2CC(C)OC(C)C2)C1=O` (stereo unspecified) gave TDP1 cell noCPT 6.0%, TDP1 block -0.6% and GCN5L2 inh -1.1%.
O=C(CN1C(=O)COc2ccc(S(=O)(=O)N3CCCC3)cc21)NC1CCCCCCC1 was read as TDP1 block 5.6% and GCN5L2 inh 17.3%.
`CCOC(=O)c1c(NC(=O)CCN2CCOCC2)sc(C)c1-c1ccccc1` gave TDP1 cell noCPT 23.1µM*, TDP1 block 1.2% and GCN5L2 inh -18.3%.
Screening CN1CCN(S(=O)(=O)c2cccc(C(=O)Nc3ccccc3N3CCOCC3)c2)CC1 returned TDP1 cell noCPT 2.9%, TDP1 block -1.2% and GCN5L2 inh -0.3%.
CCC(CO)Oc1cc(NCc2ccc(Cl)cc2)c2ncn(C(C)C)c2c1 (stereo unspecified) was read as TDP1 cell noCPT inconclusive, TDP1 block 9.1% and GCN5L2 inh -9.0%.
`COc1ccc(C(=O)O)cc1N1C(=O)Nc2ccccc2N1O` gave TDP1 cell noCPT -23.1%, TDP1 block 1.6% and GCN5L2 inh -3.0%.
Screening Cc1ccc(-n2cccn2)cc1 returned TDP1 cell noCPT -10.4%, TDP1 block 4.8% and GCN5L2 inh -0.6%.
`CCOC(=O)c1ccc(NC(=O)Oc2ccccc2)cc1` gave TDP1 cell noCPT -21.3%, TDP1 block 3.0% and GCN5L2 inh -0.8%.
O=C(NCc1ccccc1Cl)c1ccc(Nc2nc3ccccc3n3nnnc23)cc1 was read as TDP1 cell noCPT inconclusive, TDP1 block 2.5% and GCN5L2 inh -2.5%.
For COc1ccc(Cl)cc1NC(=O)CSc1cc(C)[nH]c(=O)n1 the results were TDP1 cell noCPT -16.9%, TDP1 block 2.6% and GCN5L2 inh 1.2%.
For COc1ccc(-c2nc[nH]c2[N+](=O)[O-])cc1 the results were TDP1 cell noCPT 2.6%, TDP1 block -0.6% and GCN5L2 inh 3.3%.
`Cc1ccc(Sc2ncccc2/C=N/O)cc1` gave TDP1 cell noCPT -13.7%, TDP1 block -6.7% and GCN5L2 inh -5.5%.
For O=C(Nc1cccc(C(=O)N2CCCCC2)c1)c1nsc2ccccc12 the results were TDP1 cell noCPT inconclusive, TDP1 block 8.1% and GCN5L2 inh -2.4%.
For COc1cc(/C=N/NS(=O)(=O)c2ccc3ccccc3c2)ccc1OCCN1CCOCC1 the results were TDP1 cell noCPT -1.8%, TDP1 block 5.5% and GCN5L2 inh -3.1%.
Screening O=C(NCCNC(=O)c1ccco1)c1cccc(F)c1 returned TDP1 cell noCPT 0.1%, TDP1 block 2.1% and GCN5L2 inh -5.7%.
CCN(c1ccc(OC)cc1)S(=O)(=O)c1ccc2c(c1)CC(C)N2C(=O)C1CC1 (stereo unspecified) was read as TDP1 cell noCPT 18.4µM*, TDP1 block 1.4% and GCN5L2 inh -6.7%.
`O=C(N/N=C\c1ccoc1)c1ccco1` gave TDP1 cell noCPT 17.7%, TDP1 block 0.3% and GCN5L2 inh 0.4%.
CCOC(=O)C1CCN(C(=O)Cc2c(C(=O)O)n(C)c3ccccc23)CC1 was read as TDP1 cell noCPT -15.4%, TDP1 block 7.7% and GCN5L2 inh -8.5%.
For CCC(C)C(=O)Nc1c2c(nc3c1CCC3)CCCC2 (stereo unspecified) the results were TDP1 cell noCPT -25.9%, TDP1 block 5.2% and GCN5L2 inh 1.9%.
For CC(=O)[C@H]1CC[C@H]2[C@@H]3C=CC4=CC(=O)CC[C@@]4(C)[C@@H]3CC[C@]12C the results were TDP1 cell noCPT 13µM* and GCN5L2 inh 0.3%.
COc1ccc(C(=O)NCCS(=O)(=O)N2CCc3ccccc3C2)cc1 was read as TDP1 cell noCPT -10.9% and GCN5L2 inh -5.4%.
O=C(NC(=S)Nc1ccccc1[N+](=O)[O-])c1cncc(Br)c1 was read as TDP1 cell noCPT -24.8% and GCN5L2 inh -3.8%.
`CCCCOc1cccc(C(=O)Nc2cccc(-c3nc4ncccc4o3)c2C)c1` gave TDP1 cell noCPT inconclusive, TDP1 block 2.2%[12.3 µM] and GCN5L2 inh -5.3%.
`c1csc(-c2noc(COc3ccc4c(c3)CCCC4)n2)c1` gave TDP1 cell noCPT -20.4% and GCN5L2 inh -9.0%.
`Cc1cccn2c(NC(=O)c3ccccc3F)c(-c3ccccc3)nc12` gave TDP1 cell noCPT 5.7% and GCN5L2 inh -8.1%.
For CNC(=S)N(CCc1cccc(C)c1)Cc1cc2cc(OC)c(OC)cc2[nH]c1=O the results were TDP1 cell noCPT inconclusive, TDP1 block 4.7% and GCN5L2 inh -1.0%.

Molecules shown so far that contain a COOH group, in the order listed:
`COc1ccc(C(=O)O)cc1N1C(=O)Nc2ccccc2N1O` gave TDP1 cell noCPT -23.1%, TDP1 block 1.6% and GCN5L2 inh -3.0%.
CCOC(=O)C1CCN(C(=O)Cc2c(C(=O)O)n(C)c3ccccc23)CC1 was read as TDP1 cell noCPT -15.4%, TDP1 block 7.7% and GCN5L2 inh -8.5%.

(list continues)
`CCOC(=O)c1cnc2c(c(C)nn2C)c1Oc1cc(Cl)cc(Cl)c1` gave TDP1 cell noCPT inconclusive, TDP1 block -2.7% and GCN5L2 inh -7.5%.
For CC(=O)Nc1nc2nc(-c3ccccc3)cc(-c3ccccc3)n2n1 the results were TDP1 cell noCPT inconclusive, TDP1 block 9.8% and GCN5L2 inh 14.9%.
Screening CC(Sc1nc2ccccc2s1)C(=O)Nc1nnc(C(C)C)s1 (stereo unspecified) returned TDP1 cell noCPT inconclusive, TDP1 block 1.1% and GCN5L2 inh -4.0%.
CC1Nc2ncnc(N3CCN(c4ccccc4)CC3)c2N(Cc2ccc(Br)cc2)C1=O (stereo unspecified) was read as TDP1 cell noCPT 20.6µM*, TDP1 block 3.8% and GCN5L2 inh -14.3%.
For c1ccc(-c2csc(-c3cccnc3)n2)cc1 the results were TDP1 cell noCPT -28.8%, TDP1 block -3.6% and GCN5L2 inh -6.1%.
Screening O=C(Oc1cccc(NC(=O)c2ccco2)c1)c1cccc(S(=O)(=O)N2CCCC2)c1 returned TDP1 cell noCPT -13.9%, TDP1 block 4.5% and GCN5L2 inh -18.6%.
For Cc1occc1C(=O)Nc1ccc([N+](=O)[O-])cc1Br the results were TDP1 cell noCPT 29.1µM*, TDP1 block 0.8% and GCN5L2 inh -0.7%.
O=C(COC(=O)c1ccco1)Nc1ccc2c(c1)OCO2 was read as TDP1 cell noCPT -2.8%, TDP1 block -1.0% and GCN5L2 inh -3.9%.
`Cc1cc(C)c(NC(=O)COc2ccc3c(C)cc(=O)oc3c2)c(C)c1` gave TDP1 cell noCPT inconclusive and GCN5L2 inh -11.3%.
Cc1c(C(=O)Oc2cc(N)n(S(C)(=O)=O)n2)cccc1[N+](=O)[O-] was read as TDP1 cell noCPT 4.6%, TDP1 block 0.0% and GCN5L2 inh inconclusive.
Cc1ccc2cc(CN(Cc3ccccc3)Cc3nnnn3C3CCCC3)c(=O)[nH]c2c1 was read as TDP1 cell noCPT 12.6µM*, TDP1 block 4.1% and GCN5L2 inh -10.6%.
`CC(=O)N1CCSc2ccc(S(=O)(=O)NCCc3cccc(C)c3)cc21` gave TDP1 cell noCPT 10.3µM*, TDP1 block 1.9% and GCN5L2 inh -25.2%.
CCCCCCCCCCC(=O)Nc1cccnc1 was read as TDP1 block -3.6% and GCN5L2 inh 1.3%.
For CC1=C(C(=O)NCc2ccccc2)C(c2cccs2)NC(=S)N1 (stereo unspecified) the results were TDP1 cell noCPT -24.1%, TDP1 block 2.7% and GCN5L2 inh -0.7%.
`Cc1c(CC(=O)N[C@@H](C)C(=O)O)c(=O)oc2cc3occ(-c4ccccc4)c3cc12` gave TDP1 cell noCPT -13.6% and GCN5L2 inh inconclusive.
Screening COc1ccc(NC(=O)C2CC(=O)NC3=C2C(=O)CC(C)(C)C3)cc1 (stereo unspecified) returned TDP1 cell noCPT -6.5%, TDP1 block 1.0% and GCN5L2 inh -4.2%.
For Cc1cc(NC(=O)c2ccccc2Cl)ccc1NC(=O)c1ccccc1Cl the results were TDP1 cell noCPT -5.3% and GCN5L2 inh 2.4%.
CCc1noc(C)c1C(=O)NCCc1ccc(F)cc1 was read as TDP1 cell noCPT -1.8%, TDP1 block -4.8% and GCN5L2 inh -2.7%.
COc1cccc(COc2ccc(N(C)S(=O)(=O)c3ccccc3)cc2)c1 was read as TDP1 cell noCPT 16.4µM*, TDP1 block 3.9%[0.0935 µM] and GCN5L2 inh -2.8%.
For CC1Cc2ccccc2N1CC(=O)Nc1ccc2c(c1)OCO2 (stereo unspecified) the results were TDP1 cell noCPT inconclusive, TDP1 block 2.3% and GCN5L2 inh -19.8%.
Screening CC(=O)c1ccc(NC(c2ccc(F)cc2)c2nnc(-c3ccccc3)o2)cc1 (stereo unspecified) returned TDP1 cell noCPT 8.2µM*, TDP1 block 4.5% and GCN5L2 inh -9.5%.
`Cc1ccc(NS(=O)(=O)c2cc(C(=O)O)ccc2Cl)cc1` gave TDP1 cell noCPT inconclusive, TDP1 block -2.1% and GCN5L2 inh -5.2%.
For COc1cccc(NC(=O)C2CCCN2C(=O)Nc2cccc(F)c2)c1 (stereo unspecified) the results were TDP1 cell noCPT -23.7%, TDP1 block 0.0% and GCN5L2 inh -2.8%.
NC(=O)CC(NC(=O)c1cccc(Br)c1)c1ccc(NC2CCC2)c([N+](=O)[O-])c1 (stereo unspecified) was read as TDP1 cell noCPT -29.6% and GCN5L2 inh -4.9%.
Screening Cc1ccc[n+](CC(=O)Nc2ccc([N+](=O)[O-])cc2Cl)c1 returned TDP1 cell noCPT -26.8%, TDP1 block -6.3% and GCN5L2 inh 3.1%.
Screening O=C(CN1CCOCC1)n1c2c(c3ccccc31)CCCC2 returned TDP1 cell noCPT -9.6%, TDP1 block 2.6% and GCN5L2 inh -9.9%.
For NC(=O)C1(N2CCCCC2)CCN(C(=S)Nc2cc(F)cc(F)c2)CC1 the results were TDP1 cell noCPT -20.1%, TDP1 block -2.7% and GCN5L2 inh 1.2%.
`CCCOc1ccc(C(=O)Nc2ccc(CN3CCOCC3)cc2)cc1` gave TDP1 cell noCPT inconclusive, TDP1 block 0.3% and GCN5L2 inh inconclusive.
`C/C(=N\NC(=O)c1ccc(N/N=C(\C)c2ccc(O)cc2)cc1)c1ccc(O)cc1` gave TDP1 cell noCPT 8.2µM*, TDP1 block 11.4% and GCN5L2 inh -10.5%.
For CC(/C=C/c1cccc(Oc2ccc(F)cc2)c1)N(O)C(N)=O (stereo unspecified) the results were TDP1 cell noCPT inconclusive, TDP1 block 11.8%[56.1 µM] and GCN5L2 inh -4.6%&-20.0%.
For COc1ccccc1/C=C/C(=O)NC(=S)Nc1ccccn1 the results were TDP1 cell noCPT -6.0%, TDP1 block 3.3% and GCN5L2 inh -8.0%.
Screening CSC1=C(C#N)C(=O)NC(c2ccc(Cl)cc2)S1 (stereo unspecified) returned TDP1 cell noCPT 16.4µM* and GCN5L2 inh 1.0%.
`CSCCC(NS(=O)(=O)c1ccc(C)cc1)C(=O)NNC(=O)c1csc(N2CCOCC2)n1` (stereo unspecified) gave TDP1 cell noCPT 18.4%, TDP1 block 3.1% and GCN5L2 inh -4.4%.
For COC(=O)c1c(NC(=O)CSc2nccn2C)sc(C)c1C the results were TDP1 cell noCPT -3.2% and GCN5L2 inh -12.5%.
`Cc1noc(C)c1C(=O)Nc1ccccc1N1CCOCC1` gave TDP1 cell noCPT -0.7%, TDP1 block 0.4% and GCN5L2 inh -4.4%.
For COc1ccc(CSc2nc3ccncc3n2Cc2nc(-c3ccc(OC)c(OC)c3)oc2C)cc1 the results were TDP1 cell noCPT inconclusive, TDP1 block 9.8% and GCN5L2 inh -13.7%.
